D1 antag – Antagonist of Human D 1 Dopamine Receptor: qHTS; activity change, negative = inhibition, % at 10 µM; D(1A) dopamine receptor (Homo sapiens), P21728; AID 504652, 2011; 3.2% of 360,000 active; HEK293 TREx D1 cells, calcium flux, dopamine EC80; hits give low values; in the data active = activity change below about -30%; note: % is set by controls: 0 for no effect and ±100 for the full control effect
Target sequence (P21728 whole entry, looked up): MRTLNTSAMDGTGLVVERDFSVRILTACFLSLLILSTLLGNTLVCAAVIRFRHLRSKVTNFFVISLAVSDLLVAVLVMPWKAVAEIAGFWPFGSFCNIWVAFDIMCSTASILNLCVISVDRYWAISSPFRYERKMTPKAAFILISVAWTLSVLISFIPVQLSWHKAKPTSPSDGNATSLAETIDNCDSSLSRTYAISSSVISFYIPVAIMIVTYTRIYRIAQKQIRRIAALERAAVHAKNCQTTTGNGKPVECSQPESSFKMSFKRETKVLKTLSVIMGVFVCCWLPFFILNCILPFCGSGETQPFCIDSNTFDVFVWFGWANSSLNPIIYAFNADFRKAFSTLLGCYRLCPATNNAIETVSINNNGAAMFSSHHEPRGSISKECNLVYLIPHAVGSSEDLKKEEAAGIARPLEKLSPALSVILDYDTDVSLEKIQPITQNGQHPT
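HEK293 T-REx cells expressing inducible, force-coupled D1 receptor; no-wash Ca dye, 30–90 min RT. Cmpd → 180 s read at 1 Hz → EC80 DA → 180 s read.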
D2 potentiator – HTS Assay for Positive Allosteric Modulators of the Human D2 Dopamine Receptor: Primary Screen for Potentiators. D(2) dopamine receptor (Homo sapiens), P14416. 0.34% of 340,000 active. potentiation, % at 10 µM. AID 485347, 2010. HEK293 T-REx D2, calcium flux, EC20 dopamine potentiation;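 active = potentiation over 3 SD above the plate norm, cut at about 30% in these data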; note: 0% is about no effect
Target sequence (P14416 whole entry, looked up): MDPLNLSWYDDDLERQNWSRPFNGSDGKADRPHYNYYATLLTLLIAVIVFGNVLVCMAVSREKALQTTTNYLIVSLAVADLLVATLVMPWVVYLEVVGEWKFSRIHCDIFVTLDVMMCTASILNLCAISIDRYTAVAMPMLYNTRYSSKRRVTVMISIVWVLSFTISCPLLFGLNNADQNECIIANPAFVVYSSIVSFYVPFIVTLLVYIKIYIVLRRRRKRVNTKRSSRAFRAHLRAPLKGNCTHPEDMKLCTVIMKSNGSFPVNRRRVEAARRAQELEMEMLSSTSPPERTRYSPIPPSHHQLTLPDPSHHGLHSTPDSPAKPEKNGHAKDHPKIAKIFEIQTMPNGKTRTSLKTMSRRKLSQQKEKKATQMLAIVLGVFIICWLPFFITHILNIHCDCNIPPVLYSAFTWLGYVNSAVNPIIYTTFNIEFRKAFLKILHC
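Tetracycline-induced Hek293 Trex D2 cells, force-coupled to calcium, loaded with no-wash calcium dye. Compound added with 180 s kinetic read for agonism, then EC20 dopamine and a further 180 s read for potentiation.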
TRHR enhancer – qHTS for Small Molecule Agonists and Allosteric Enhancers of Human TRH Receptor: Primary Screen for Enhancers; 0.66% of 360,000 active; TRHR cells, fluo-8 calcium fluorescence, EC20 TRH enhancement; enhancement, % at 2 µM; Thyrotropin-releasing hormone receptor (Homo sapiens), P34981; in the data active = enhancement above about 30%; note: 0% is about no effect
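TRHR-expressing cells loaded with fluo-8 calcium dye were read kinetically (ex 480/em 530) during compound addition, then stimulated with an EC20 of TRH (10 nM final). Enhancement of the Gq-mediated intracellular calcium response was scored.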
D1 ag – Allosteric Agonists of the Human D1 Dopamine Receptor: qHTS; 1% of 360,000 active; D(1A) dopamine receptor (Homo sapiens), P21728; activation, % at 2 µM; HEK293 T-REx D1 cells, calcium flux, agonist mode; in the data active = activation above about 30%; note: 0% is about no effect
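Agonism was scored from calcium flux recorded over 180 s (1 read/s) after pintool compound addition, following a 10-cycle baseline. Cells were inducible force-coupled HEK293 TREx D1, plated overnight at 30 C and loaded with no-wash calcium dye.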
D2 antagonist – HTS Assay for Allosteric Antagonists of the Human D2 Dopamine Receptor: Primary Screen for Antagonists; 2% of 340,000 active; D(2) dopamine receptor (Homo sapiens), P14416; HEK293 TREx D2 cells, calcium flux, dopamine EC80; inhibition, % at 10 µM; in the data active = inhibition above about 30%; note: 0% is about no effect
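HEK293 T-REx D2 cells, tet-induced, calcium dye no-wash. Cpd pintool add, 180 s kinetic, then EC80 DA, 180 s kinetic. Ca flux read.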
RXFP1 ag – qHTS Assay for Agonists of the Relaxin Receptor RXFP1; 0.3% of 370,000 active; Potency, µM (series often up to 57.5 µM), inactives show at the highest dose activation, most hits filed as activators; HEK293T-RXFP1 cAMP TR-FRET, 30 min; response scale: percent of porcine relaxin response, buffer zero; AID 2676, 2010; active = well fitted activation curve with a large enough effect; inconclusive = small, poorly fitted or top-dose-only effect; note: potency is the fitted concentration of half-maximal effect; % is set by controls: 0 for no effect and ±100 for the full control effect; nearly all actives have a fitted effect of over 60% in size; many of its hits are not listed in these tables
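Agonist response is measured as cAMP accumulation in an RXFP1-transfected HEK293T line under PDE4 inhibition. Values are scaled between buffer-only and 29 nM porcine relaxin, and EC50s come from standard Hill equation fits.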
D2 ag – HTS Assay for Allosteric Agonists of the Human D2 Dopamine Receptor: Primary Screen for Agonists; D(2) dopamine receptor (Homo sapiens), P14416; HEK293 T-REx D2 cells, calcium flux agonist mode; activation, % at 2 µM; 0.53% of 340,000 active;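 active = activation over 3 SD above normal in the single-dose calcium agonist read, cut at about 30% in these data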; note: 0% is about no effect
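Tetracycline-induced HEK293 Trex cells with D2 receptor force-coupled to calcium signaling, plated overnight at 30 C and loaded with no-wash calcium dye. Calcium flux read kinetically for 180 s after compound addition; responses flag agonists.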
D1 PAM – Potentiators of Human D1 Dopamine Receptor: qHTS | D(1A) dopamine receptor (Homo sapiens), P21728 | HEK293 TREx D1 cells, calcium flux, dopamine EC20 potentiation | potentiation, % at 10 µM | 0.036% of 360,000 active | AID 504651, 2011; in the data active = potentiation above about 30%; note: 0% is about no effect
RXFP1 antagonist – qHTS Assay for Antagonists of the Relaxin Receptor RXFP1; Relaxin receptor 1 (Homo sapiens), Q9HBX9; AID 1259400, 2018; activity change, negative = inhibition, % at 57.5 µM; HEK293-RXFP1, relaxin-stimulated cAMP HTRF, 30 min; hits give low values; 0.59% of 350,000 active;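 active = activity change of -60% or lower, but not beyond a set lower limit; inconclusive = change between -60% and -40%, or beyond the set limit; inactive = change above -40%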; note: % is set by controls: 0 for no effect and ±100 for the full control effect
An asterisk follows results filed as active; u = inconclusive; x = no result given.

SMILES	D1 antag	D2 potentiator	TRHR enhancer	D1 ag	D2 antagonist	RXFP1 ag	D2 ag	D1 PAM	RXFP1 antagonist
CCOP(=O)(OCC)C(NC(=O)Nc1ccccc1)C(N)=O (configuration not stated)	-32*	3	-3	4	-5	-0.6%	0.4	0	6
CCCC(C(=O)NC1=NCCS1)c1ccccc1 (configuration not stated)	-8	1	-2	9	-15	1.7%	1.1	1	-17
CCN(CC)CCNC(=O)c1ccccn1	-32*	-1	-2	1	19	0.1%	-0.2	0	-9
CC1CCc2nc(NC(=O)Nc3ccc4c(c3)OCO4)sc2C1 (configuration not stated)	-2	5	13	4	-4	-0.4%	1.4	5	-36
CCOC(=O)Nc1ccc2c(CN3CCC(C(=O)OC)CC3)cc(=O)oc2c1	-8	-1	5	2	3	3.6%	28	10	-7
CC(C)c1cc(C(=O)NCCc2ccccc2)no1	-20	0	-3	4	12	-0.7%	-0.8	-12	4
CCOc1ccc(NC(=O)CSc2ccc(-c3ccccn3)nn2)cc1	3	x	0	2	x	2.0%	x	0	x
Nc1c(C(=O)NCCN2CCOCC2)c2nc3ccccc3nc2n1-c1ccc2c(c1)OCO2	-5	x	1	2	16	0.0%	0.8	1	12
CCN(CC(=O)NCCN1CCOCC1)S(=O)(=O)c1ccc(F)cc1	1	8	17	1	-14	-2.7%	-0.5	-3	-4
CCOc1ccc(N(CC)S(=O)(=O)c2cc(Br)cc3c2N(C(C)=O)C(C)C3)cc1 (configuration not stated)	-8	11	-5	0	x	0.1%	0.1	1	x
O=C(O)CC1c2ccccc2S(=O)(=O)N1Cc1ccccc1 (configuration not stated)	-18	-1	-4	6	-11	-0.4%	0.1	-5	x
CO/N=C/C(C#N)=C/c1ccc(OC)c(OC)c1	15	13	-2	0	x	0.5%	x	-4	-9
Cc1cc(C)c(S(=O)(=O)N2CCCCC2C(=O)O)c(C)c1 (configuration not stated)	-12	-5	-4	1	-12	1.3%	0.9	-4	-8
CCCN(CCC)CCCNc1ccc2nnc(-c3ccc(F)cc3)n2n1	8	4	-2	6	-29	8.0%	0.5	-3	x
CCOC(=O)C(Cc1ccc(OC)c([N+](=O)[O-])c1)NC(=O)CCC(=O)Nc1ccc(C)cc1 (configuration not stated)	-2	1	3	0	19	4.0%	-0.4	5	-9
Cc1cccc(/C(N)=N/OC(=O)c2ccc(F)cc2)c1	8	-6	3	1	2	3.8%	-0.4	-2	-15
Cc1cc(=O)n2c3ccccc3n(CC(O)CN3CCCC3)c2c1C#N (configuration not stated)	14	2	3	1	26	4.4%	1.3	3	-15
COc1cccc(NC(=O)Cc2cccs2)c1	-14	2	-3	4	3	0.1%	0.2	-4	-2
COc1ccc(-n2nc(C(=O)NCC(=O)N(C)Cc3ccccc3)c3ccccc3c2=O)cc1	-5	29	-4	6	0	3.7%	-0.1	-8	7
Cc1cccc(N2CCN(C(=O)CCNS(=O)(=O)c3ccc4c(c3)CCC(=O)N4)CC2)c1C	7	11	17	1	-13	0.7%	0.9	-4	13
N#C/C(=C\c1cc([N+](=O)[O-])c(N2CCOCC2)cc1N1CCOCC1)c1nc2ccccc2[nH]1	-3	20	4	2	-6	6.9%	-0.9	-4	2
CCOC(=O)N1CCC(N2CCN(CCC(C)C)C(CCO)C2)CC1 (configuration not stated)	5	-8	4	2	13	1.2%	0.3	-1	6
Nc1ccccc1SC(C[N+](=O)[O-])c1ccccc1 (configuration not stated)	5	10	5	2	-9	0.9%	-2.1	-3	x
CCCCCCc1cc2cc(S(=O)(=O)c3ccc(Cl)cc3)c(=O)oc2cc1O	-6	-6	-8	32*	x	2.5%	x	-2	x
C[C@@H]1C(=O)O[C@H]2CC34[C@H]5C[C@@H](C(C)(C)C)[C@]36[C@@H](OC(=O)[C@@H]6O)O[C@@]4(C(=O)O5)[C@]21O (some centres not stated)	11	x	0	2	x	-0.8%	x	9	x
CCC(=O)N1N=C(c2c(O)n(C)c(=O)n(C)c2=O)CC1c1ccccc1 (configuration not stated)	-19	-2	-7	1	-2	3.0%	0.7	-6	0
CC(C)Oc1ccc2c(c1)OC(c1ccccc1)(C(F)(F)F)NC2=O (configuration not stated)	0	5	-7	8	-7	0.0%	0.4	-1	-16
NC1=NC2(CCCCC2)N(c2ccc(F)cc2)C(N)=N1	-5	-6	0	2	-9	1.1%	-0.3	-4	-2
CN1CCN(C(=O)N2CCNC2=O)CC1	-18	3	-2	0	7	0.6%	0.1	-1	0
O=C(c1ccccc1Cl)N(Cc1ccc(Br)cc1)N1C(=O)CCC1=O	-25	-11	7	-1	3	-0.3%	-0.4	-8	0
O=C1/C(=C\c2ccc(Br)cc2)SC(=S)N1NS(=O)(=O)c1ccccc1	-10	0	-5	1	3	-1.3%	0.7	-3	-8
CCc1ccc(OCC(=O)NC(=S)Nc2ccc(C)cc2C)c(Br)c1	-3	0	-6	1	10	12%	0.4	-2	-14
CCCc1nnc(NC(=O)CN2CCOCC2)s1	-7	1	-6	1	-13	-0.7%	-0.4	0	-6
CCc1ccc(NC(=O)CS(=O)CC(=O)NCC2OCCc3ccccc32)cc1 (configuration not stated)	-14	x	0	3	x	-0.9%	x	-2	-15
NS(=O)(=O)c1cccc(NC(=O)CSc2ncnc3ccccc23)c1	7	-12	-2	2	15	25µM*	0.7	-8	2
COc1ccc(C(C)=O)cc1CSc1nnc(-c2ccncc2)n1C	-12	-3	-3	1	-20	5.4%	0.3	-1	13
CC(=O)Nc1c(C(=O)N2CCN(c3ccccn3)CC2)cnn1-c1ccc(C)cc1	13	10	3	0	-7	5.1%	-8.3	0	-1
CC12CCC(=O)N1C(C(=O)NCCN1C(=O)S/C(=C\c3ccccc3Cl)C1=O)CS2 (configuration not stated)	-4	3	6	0	-25	-0.2%	-0.3	-5	5
CC(C)(C)OC(=O)N1Cc2[nH]c3ccccc3c2C[C@@H]1C(=O)O	5	-15	-4	0	6	0.9%	0.1	-4	-5
CCc1c(O)nc(SCC(=O)Nc2nc3ccccc3s2)n(-c2ccc(C)cc2)c1=O	2	1	0	0	5	0.0%	-0.5	1	4
COc1ccc(OC)c(S(=O)(=O)Nc2c(F)cccc2F)c1	-4	0	0	1	-8	-0.8%	-0.2	3	-19
COc1ccc(C(=O)O)cc1S(=O)(=O)NC(C)C	2	-2	-1	5	-6	0.0%	1.1	5	11
COc1ccc(OC)c(/C=N/NC(=O)CCc2c(C)n[nH]c2C)c1	13	1	16	2	-9	-0.2%	-2.1	-1	0
CCOC(=O)c1c(C)c(-c2ccccc2)n(CC(=O)NCCCN(CC)CC)c1C	0	-6	-1	5	-19	-0.5%	0.2	-5	1
CC(=C/c1ccccc1)/C=N/NC(=O)CSc1nc(C)cc(C)n1	-34*	x	3	9	x	0.4%	x	-9	-14
CC(C)OC(=O)c1c(NC(=O)CCn2nnc3ccccc32)sc2c1CCCC2	-1	x	-4	0	37*	2.6%	3.8	9	1
O=C(CSc1nccc(-c2cccs2)n1)Nc1ccc(Cl)cc1	-9	-24	-2	11	21	4.0%	-2.6	-3	6
CCOC(=O)c1ccc(COc2ccc(C(C)C)cc2)o1	8	1	3	7	-3	-2.0%	1.4	-4	u
COc1ccc(-c2nc3ccc(N4CCCC4)cc3c(=O)[nH]2)cc1OC	-22	-6	-6	0	7	1.7%	-1.6	-1	-3
Cc1cn2nc(N)c3ccccc3c2n1	6	4	2	0	-15	8.1%	-3.3	0	-7
CC1=NNC(=O)C1C(c1cccc(O)c1)C(C#N)C#N (configuration not stated)	-3	6	3	5	18	-4.6%	0.1	-1	7
O=C(C1CCCCC1)N(Cc1cccnc1)c1nc2c(F)cc(F)cc2s1	x	12	6	6	x	2.0%	1.2	-4	-102*
COC(=O)Nc1sc2c(c1C(=O)N1CCOCC1)CCC(C)C2 (configuration not stated)	4	7	5	3	-12	2.0%	-0.3	-4	1
COc1ccc(NC(=O)c2cc3ccccc3oc2=O)c(OC)c1	-13	5	-2	3	7	0.2%	0.2	4	12
Oc1ccc2ccccc2c1C=Nc1ccc(Cl)cn1	-5	5	2	2	-1	-2.3%	0.9	10	-15
Cc1nnc(C)n1/N=C/c1ccc(-c2ccccc2Cl)o1	-22	-4	-14	-1	17	0.0%	-1.0	-6	-12
O=C(NC1(C(F)(F)F)NC(=O)N(CCc2ccccc2)C1=O)c1ccc(Cl)cc1 (configuration not stated)	1	-3	-10	-2	x	1.1%	0.0	1	x
CCn1nc(C)c(NC(=O)CC23CC4CC(CC(C4)C2)C3)c1C	-4	-12	-2	2	-9	-0.4%	0.5	-1	3
Nc1cc(-c2nc3ncccc3o2)ccc1Cl	-9	x	0	-3	x	6.9%	x	1	3
Cc1cc(/C=C2\SC(=S)NC2=O)c(C)n1-c1cccc(O)c1	1	-5	-4	34*	-15	1.4%	0.3	-1	-15

Some of the entries so far, in CSV form:
Molecule,D1 antag,D2 potentiator,TRHR enhancer,D1 ag,D2 antagonist,RXFP1 ag,D2 ag,D1 PAM,RXFP1 antagonist
O=C(C1CCCCC1)N(Cc1cccnc1)c1nc2c(F)cc(F)cc2s1,x,12,6,6,x,2.0%,1.2,-4,-102*
COC(=O)Nc1sc2c(c1C(=O)N1CCOCC1)CCC(C)C2 (configuration not stated),4,7,5,3,-12,2.0%,-0.3,-4,1
COc1ccc(NC(=O)c2cc3ccccc3oc2=O)c(OC)c1,-13,5,-2,3,7,0.2%,0.2,4,12
Oc1ccc2ccccc2c1C=Nc1ccc(Cl)cn1,-5,5,2,2,-1,-2.3%,0.9,10,-15

More structures:
SMILES	D1 antag	D2 potentiator	TRHR enhancer	D1 ag	D2 antagonist	RXFP1 ag	D2 ag	D1 PAM	RXFP1 antagonist
C/C(=C/C=N/Nc1nc(N2CCCCC2)nc(N2CCCCC2)n1)c1ccccc1	-7	6	6	5	x	1.1%	x	-2	2
CCOc1cc2c(cc1OCC)CN(C(=O)c1cccc(S(=O)(=O)N3CCCC3)c1)CC2	-36*	4	3	0	9	-0.1%	0.9	1	5
Cc1cccc(C(C#N)c2ccc(Cl)nn2)c1 (configuration not stated)	5	-5	9	0	10	2.1%	0.6	0	-1
CCSc1nc2ccc(N3C(=O)C4C5C=CC(C5)C4C3=O)cc2s1 (configuration not stated)	-5	-5	10	3	0	0.8%	0.1	-3	-26

These rows are one share of the data; count on the stated rates, not on these rows.
